LAP4-GFP MLPCN – modulators of LAP4-GFP expression in yeast, primary screen, S. cerevisiae, multiplex flow cytometry, MLPCN library | 3 h; median GFP as percent of DMSO wells | AID 2023, 2009 | GFP response vs DMSO, % at 10 µM | actives 0.34% (n = 320,000);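 active = GFP response vs DMSO above a set limit, about the screen mean plus 3 SD, cut at about 150% in these data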
AHR act – AHR activators, primary screen, cell-based, luminescence, luciferase reporter, human. AHR-responsive luciferase reporter cells. activation, % at 5 µM. actives 2.5% (n = 320,000). AID 2796, 2010; in the data active = activation above about 47%;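 note: 0% = vehicle wells and 100% = reference agonist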
Target sequence (P35869 whole entry, looked up): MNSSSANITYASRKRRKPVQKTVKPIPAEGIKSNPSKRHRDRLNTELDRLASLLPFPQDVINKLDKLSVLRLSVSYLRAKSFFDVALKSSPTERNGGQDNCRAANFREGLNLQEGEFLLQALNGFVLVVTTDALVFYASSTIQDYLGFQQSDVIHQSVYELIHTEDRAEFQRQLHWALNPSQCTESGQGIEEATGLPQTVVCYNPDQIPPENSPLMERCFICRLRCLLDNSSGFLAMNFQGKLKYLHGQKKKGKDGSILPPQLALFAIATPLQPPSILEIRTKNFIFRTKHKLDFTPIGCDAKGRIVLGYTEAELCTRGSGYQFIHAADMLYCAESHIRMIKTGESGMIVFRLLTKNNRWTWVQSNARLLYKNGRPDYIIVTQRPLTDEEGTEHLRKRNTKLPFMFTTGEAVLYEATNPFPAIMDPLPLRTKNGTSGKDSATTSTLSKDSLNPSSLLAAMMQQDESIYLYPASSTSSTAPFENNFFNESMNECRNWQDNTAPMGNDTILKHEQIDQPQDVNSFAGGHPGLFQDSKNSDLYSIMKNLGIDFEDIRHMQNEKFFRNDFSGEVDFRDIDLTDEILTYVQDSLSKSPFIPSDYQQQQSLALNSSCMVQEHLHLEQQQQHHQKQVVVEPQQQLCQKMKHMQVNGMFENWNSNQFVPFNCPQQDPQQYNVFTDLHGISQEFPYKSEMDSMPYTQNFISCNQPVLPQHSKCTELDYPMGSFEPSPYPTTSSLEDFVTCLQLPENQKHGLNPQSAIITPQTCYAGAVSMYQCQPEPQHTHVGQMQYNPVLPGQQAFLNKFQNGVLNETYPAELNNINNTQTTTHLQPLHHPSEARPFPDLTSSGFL
MEP2-GFP yeast – modulators of MEP2-GFP levels in yeast, primary screen, S. cerevisiae, multiplex flow cytometry, MLPCN library; actives 0.51% (n = 330,000); GFP response vs DMSO, % at 10 µM; S. cerevisiae MEP2-GFP strain, 3 h; 100% = DMSO control level; AID 2016, 2009;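 active = GFP response versus DMSO above a set limit, roughly screen mean plus 3 SD, cut at about 180% in these data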;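 note: median GFP fluorescence of the barcode-gated MEP2-GFP cells per well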
RPL19A-GFP yeast – RPL19A-GFP expression modulators in yeast, primary screen, cell-based, S. cerevisiae, multiplex flow cytometry, MLPCN; S. cerevisiae RPL19A-GFP strain, 3 h; hits give low values; percent response vs DMSO, % at 10 µM; actives 0.3% (n = 330,000); AID 2025, 2009;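 active = percent response vs DMSO below 50%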;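 note: median channel GFP fluorescence of the barcoded RPL19A-GFP strain; ratio of sample median GFP to plate DMSO average so 100% = DMSO; lower means less RPL19A-GFP as with rapamycin TOR inhibition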
CIT2 TOR yeast – modulators of CIT2-GFP expression in yeast, primary screen, S. cerevisiae, GFP fusion, multiplex flow cytometry, MLPCN library | AID 2029, 2009 | S. cerevisiae CIT2-GFP strain, 3 h; 100 means same as DMSO wells | GFP response vs DMSO, % at 10 µM | actives 0.065% (n = 320,000);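 active = GFP response relative to DMSO above a set limit, near the screen mean plus 3 SD, cut at about 150% in these data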;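 note: ratio of well median GFP fluorescence to mean of DMSO wells on the plate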
Efflux pump mplx – inhibitors of Candida efflux pumps in yeast, primary screen, S. cerevisiae, Nile Red, multiplex. S. cerevisiae Candida pump triplex. actives 0.44% (n = 330,000). AID 485275, 2010. inhibition, % at 10 µM;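 active = plate passing quality check with inhibition over a set limit, or well fluorescence over plate mean plus 4 SD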;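 note: Nile Red retained in pooled yeast measured as flow cytometry median fluorescence; 0% = buffer negative control and 100% = Enniatin B positive control; higher means more Nile Red kept so more efflux inhibition; some compounds called inactive have numbers as strong as hits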
Yeast superoxide – reduction of superoxide in aged yeast, primary screen, HTS; S. cerevisiae aged cells, superoxide DHE fluorescence; hits give low values; superoxide response (% of plate mean), % at 10 µM; actives 0.18% (n = 330,000);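 active = superoxide response under a set limit, about three screen SD below normal, cut at about 65% in these data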;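 note: yeast aged for seven days with compound at 30 °C before DHE staining; 100% = average MFI of all compound-treated wells on the plate with controls excluded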
AGP1 TOR yeast – modulators of AGP1-GFP expression in yeast TOR pathway, primary screen, cell-based, multiplex flow cytometry, S. cerevisiae, MLPCN library; 3 h; GFP as percent of DMSO wells; actives 0.02% (n = 320,000); GFP response vs DMSO, % at 10 µM;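 active = GFP response relative to DMSO above a set limit, near screen average plus 3 SD, cut at about 150% in these data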;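 note: median GFP channel fluorescence of the gated AGP1 strain per well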
Starred values were filed as active, the others as inactive; / = no result given.

SMILES	LAP4-GFP MLPCN	AHR act	MEP2-GFP yeast	RPL19A-GFP yeast	CIT2 TOR yeast	Efflux pump mplx	Yeast superoxide	AGP1 TOR yeast
COc1ccc(-c2csc(NC(=O)CC(C)C)n2)cc1	98	1	101	98	99	-0.1	101	90
COC(=O)c1sc(NC(=O)c2ccc(C)o2)nc1C	88	25	103	99	104	0.0	100	88
CC(=O)Nc1ccc(S(=O)(=O)N2CCC(c3nc4c(nnn4Cc4ccccc4Cl)c(=O)[nH]3)CC2)cc1	95	0	106	102	102	-0.1	95	101
Cc1cc(C(=O)NCC(=O)O)c(C)o1	90	0	96	90	90	0.1	104	85
N#CCSc1nc2cc(C(=O)N3CCCC3)ccc2c(=O)n1Cc1ccccc1	94	-1	93	95	87	0.1	108	93
CCc1nnc(NC(=O)C2CSC3(C)CCC(=O)N23)s1 (stereo not drawn)	91	0	98	94	104	0.1	99	99
CCOc1ccc(NC(=O)C2CCN(C(=O)N3CCOc4ccccc43)CC2)cc1	129	2	98	94	114	0.0	109	107
C/C(=C\c1ccccc1)C(=O)NCCCn1ccnc1	94	18	103	102	104	0.0	101	100
COc1cc(Br)cc(CN2CCN(C/C=C/c3ccccc3)CC2)c1O	100	-1	104	98	107	0.0	97	99
O=C(Cn1nc(-c2ccc(Cl)cc2)ccc1=O)NCC1COCCO1 (stereo not drawn)	85	1	97	105	105	0.0	99	102
COc1ccc(N=c2oc3c(OC)cccc3cc2C(=O)NCc2ccco2)cc1OC	99	3	96	95	96	0.1	128	102
O=C(c1cccnc1)C1CCCN(Cc2nc(Cc3ccccc3)no2)C1 (stereo not drawn)	106	2	97	96	97	0.0	103	104
Cc1ccccc1NC(=O)CC(C)S(=O)(=O)c1ccc2c(c1)NC(=O)CO2 (stereo not drawn)	96	3	98	97	96	0.0	123	97
CC1=C(C(=O)Nc2ccccc2)C(c2cc(CN3CCOCC3)cs2)C2=C(CCCC2=O)N1 (stereo not drawn)	115	0	133	98	104	-0.1	103	100
O=C(COC(=O)c1cc([N+](=O)[O-])ccc1NCCO)NCc1cccs1	108	5	93	95	90	0.1	112	94
COc1ccc(CNC(=O)N2CCN(S(=O)(=O)c3ccc(C)cc3C)CC2)cc1	110	-1	99	93	88	-0.1	93	95
COC(=O)CN(c1cc(OC)ccc1OC)S(=O)(=O)c1ccc(OC)c(OC)c1	98	0	100	96	96	0.0	102	97
CC1(C)NC(=O)N(CC(O)COc2cccc(F)c2)C1=O (stereo not drawn)	95	-2	106	100	100	0.1	96	101
CCOc1ccc(C2N(c3ccc(F)cc3)C(=O)C3CCCN32)cc1OC (stereo not drawn)	95	1	95	99	98	0.1	109	100
Cc1nc(C)n(CC(=O)N2CCCC(C(=O)c3cccc4ccccc34)C2)n1 (stereo not drawn)	99	2	100	95	96	-0.1	94	98
CCOc1cc(C(=O)OCC(=O)c2cc(C)n(CC3CCCO3)c2C)ccc1OCC(=O)N1CCOCC1 (stereo not drawn)	111	0	108	106	100	0.1	90	107
O=C(Nc1ccon1)c1csc2c1CCCC2	99	8	105	101	99	0.0	103	98
COc1cccc2sc(N(CCN(C)C)C(=O)c3ccc4c(c3)CCCC4)nc12	112	3	101	106	100	0.0	87	106
CCOc1cc(Br)cc(/C=N/NC(=O)c2cccnc2)c1O	98	34	101	101	98	0.2	101	99
CCOC(=O)c1ccc(N(C(=O)c2ccco2)C(C(=O)NC2CCCC2)c2ccncc2)cc1 (stereo not drawn)	100	-1	95	102	101	-0.2	90	101
CSc1ccc(CCCCCCOC(=O)C(C)(C)C)cc1	107	-3	98	96	106	0.0	77	102
O=C(NC(Cc1ccccc1)c1ccc2c(c1)OCCCO2)c1ccccc1 (stereo not drawn)	92	2	96	89	87	0.2	90	91
CCn1nc(C(=O)Nc2ccc3nc(C)sc3c2)c2ccccc2c1=O	81	4	96	94	90	0.0	110	88
COc1ccccc1Nc1nnc(SCc2cc(=O)n3ccsc3n2)s1	100	6	101	100	97	-0.1	103	96
CN(Cc1ccccc1)C(=O)c1cccc(NC(=O)C2CCCN(C(=O)OC(C)(C)C)C2)c1 (stereo not drawn)	91	3	94	103	89	0.0	91	94

Part of the list above, showing only RPL19A-GFP yeast, Efflux pump mplx and AGP1 TOR yeast.
smiles,RPL19A-GFP yeast,Efflux pump mplx,AGP1 TOR yeast
COc1ccc(-c2csc(NC(=O)CC(C)C)n2)cc1,98,-0.1,90
O=C(NC(Cc1ccccc1)c1ccc2c(c1)OCCCO2)c1ccccc1 (stereo not drawn),89,0.2,91
CCc1nnc(NC(=O)C2CSC3(C)CCC(=O)N23)s1 (stereo not drawn),94,0.1,99
CC1(C)NC(=O)N(CC(O)COc2cccc(F)c2)C1=O (stereo not drawn),100,0.1,101
CN(Cc1ccccc1)C(=O)c1cccc(NC(=O)C2CCCN(C(=O)OC(C)(C)C)C2)c1 (stereo not drawn),103,0.0,94
CC1=C(C(=O)Nc2ccccc2)C(c2cc(CN3CCOCC3)cs2)C2=C(CCCC2=O)N1 (stereo not drawn),98,-0.1,100
CCn1nc(C(=O)Nc2ccc3nc(C)sc3c2)c2ccccc2c1=O,94,0.0,88

Later entries
SMILES	LAP4-GFP MLPCN	AHR act	MEP2-GFP yeast	RPL19A-GFP yeast	CIT2 TOR yeast	Efflux pump mplx	Yeast superoxide	AGP1 TOR yeast
Clc1ccccc1CN(Cc1ccccc1)c1ncnc2nc[nH]c12	96	5	93	96	85	0.1	105	87
O=C(c1ccco1)N1CCN(C(=O)N2CCOCC2)CC1	98	0	103	100	101	0.0	111	105
S=c1[nH]nc(C2CCCCC2)n1/N=C/c1cccs1	102	0	97	99	103	0.0	89	105
COc1ccc(OC)c(C2=NS(=O)(=O)N(C)C(C(=O)NCc3cccs3)=C2)c1	105	9	113	102	106	-0.3	85	108
Nc1ccc(NC(=O)c2ccc(C(=O)Nc3ccc(N)cc3)cc2)cc1	97	5	114	108	109	0.3	107	105
CCOC(=O)c1c(NC(=O)/C=C/C(=O)O)sc(C)c1-c1ccc(C(C)(C)C)cc1	114	-2	97	95	91	0.1	117	97
CN(CC(=O)Nc1cccc(F)c1)C(=O)C1CCN(C(=O)c2ccc(Cl)cc2)CC1	88	-1	94	89	87	0.2	109	89
O=C(NCc1ccccn1)c1ccccc1OCc1ccc(Cl)cc1Cl	98	4	95	92	79	0.3	116	85
Cc1cc(C(=O)Nc2ccccc2N2CCOCC2)c(C)o1	/	-1	98	105	/	-0.2	110	/
CCc1nn(C(C)C(=O)NCCc2ccc(OC)c(OC)c2)c(=O)c2cc3occc3n12 (stereo not drawn)	96	0	100	96	99	0.1	102	96
CCn1ccnc1CN(C)Cc1cn[nH]c1-c1ccc(OC)c(F)c1	102	1	103	97	108	0.0	86	107
O=Cc1cccn1-c1ccc(O)cc1	98	-1	100	94	95	0.1	100	101
O=C(NCCS(=O)(=O)NCc1ccc2c(c1)OCO2)c1ccccc1	104	-3	97	98	108	0.0	96	104
COc1ccc2[nH]cc(CCCN3C(=O)c4ccccc4C3=O)c2c1	96	-11	99	98	91	0.4	112	94
CC1C(=O)NN=C1C(=O)N/N=C\c1ccc(O)cc1O (stereo not drawn)	95	4	108	102	104	0.0	60*	101
Cc1ccc(NC(=O)CSc2n[nH]c(-c3cccnc3)n2)cc1Cl	93	5	103	105	97	-0.1	83	102
Nn1c(SCc2cccc(Br)c2)nnc1-c1ccncc1	104	-1	95	95	89	0.0	101	102
COc1ccc(OCc2cc(C(=O)N3CCCC(O)C3)no2)c2ccccc12 (stereo not drawn)	84	52*	90	105	93	0.0	93	89
O=C(c1cncc(Br)c1)N1CCN(S(=O)(=O)c2ccc3ccccc3c2)CC1	96	2	97	95	95	0.0	88	100
Cn1cc(/C=N/n2cnc3scc(-c4ccc(Cl)cc4)c3c2=O)c2ccccc21	92	36	99	92	88	0.0	101	/
Cn1c(SCC(=O)NCc2ccco2)nnc1C1CC1	105	-1	102	107	98	0.0	134	99
COC(=O)c1c(-c2cccs2)csc1NC(=O)CN1CCOCC1	87	12	89	89	85	0.0	95	88
CCOC(=O)N1CCC(NC(=O)CCS(=O)(=O)c2ccc3c(c2)CCN3C(C)=O)CC1	93	0	102	98	109	-0.1	84	101
c1ccc(Cc2cc(-c3ccccc3)on2)cc1	103	2	103	101	99	-0.1	99	102
COc1cccc(C(=O)NCCCn2ccnc2)c1	93	12	104	105	101	0.0	109	95
CCOc1ccccc1C(=O)NCC(=O)NCCCSc1ccccc1	118	15	109	132	109	0.0	96	98
CCC1(CC)NC(=O)N(CC(=O)OCC(=O)Nc2ccccc2OC(F)F)C1=O	108	-1	104	101	95	-0.1	92	104
CCn1c2ccccc2c2cc(N=C3SC(CC(=O)Nc4ccccc4OC)C(=O)N3C)ccc21 (stereo not drawn)	99	2	97	95	92	0.5	101	101
CCOC(=O)c1cc(C)sc1/N=C/C1C(=O)CCCC1=O	93	3	101	93	96	0.1	85	92
Cc1ccc2cc3c(N)c(C(=O)Nc4c(C)[nH]c(=O)[nH]c4=O)sc3nc2c1	96	16	103	105	104	0.0	96	97
CCOc1ccc(S(=O)(=O)NCCC(=O)NCc2ccncc2)cc1	109	-2	103	98	105	0.1	85	112
O=C(Nc1ccc(Cl)c(Cl)c1)O/N=C/c1ccncc1	101	14	102	96	83	0.3	97	93
CC1CCN(Cc2nc3c(c(=O)n(C)c(=O)n3C)n2CCc2ccccc2)CC1	103	1	103	101	100	0.4	93	100
CC1(C)SC(=S)N(NC(=O)Nc2ccccc2)C1N(O)C(=O)Nc1cccc2ccccc12 (stereo not drawn)	88	11	97	105	102	0.0	100	94
O=S(=O)(c1cccs1)N1CCCc2cccc(O)c21	103	27	100	96	91	-0.1	106	95
CCOc1cc(CNc2ccc(N3CCCC3)cc2)cc(Cl)c1OC	102	16	109	108	115	0.1	99	116
Cc1ccc2[nH]cc(S(=O)(=O)c3ccc(F)cc3)c(=O)c2c1	100	1	107	95	94	0.0	96	101
O=C(CN1CCN(c2ccc(O)cc2)CC1)N1CCc2ccccc21	104	-1	111	112	104	0.0	94	103
CC(=O)c1ccc(OC(C)C)c(Cc2c(O)nc(N)[nH]c2=O)c1	103	-4	108	104	101	-0.3	90	99
Cc1cc(S(=O)(=O)N2CCOCC2)ccc1OCC(=O)NCC1CCCO1 (stereo not drawn)	90	2	109	104	105	0.2	98	102
CC(Sc1ccccc1)C(=O)NN=C1CCCCCC1 (stereo not drawn)	94	5	89	89	89	0.1	109	92
Cc1cc(C)nc(N2CCC(C(=O)Nc3ccc4c(c3)OCCO4)CC2)n1	96	3	103	106	99	0.0	77	101
Cc1ccc(C(=O)NC(C)(COc2nonc2C)COc2nonc2C)cc1	93	-1	97	97	92	0.2	97	100
Cc1cc(Cl)c(OCCCCNC(C)(C)C)c(Br)c1	85	6	98	98	91	0.4	74	94
CCCn1c(SCC(=O)N2c3ccc(F)cc3CCC2C)nnc1-c1ccccn1 (stereo not drawn)	100	3	105	101	101	0.0	75	104
CCOC(=O)c1c(NC(=O)c2cc(CC(C)C)on2)sc(C(C)=O)c1C	117	0	112	106	96	-0.1	105	94
CNc1snc(C)c1C(=O)OCC(=O)N(C)c1ccccc1	95	0	101	96	95	-0.2	81	97
O=C(Nc1cccc(-c2cn3cccnc3n2)c1)Nc1ccccc1F	92	-4	96	98	105	-0.2	92	102

Looked up above:
Result for `COc1ccc(N=c2oc3c(OC)cccc3cc2C(=O)NCc2ccco2)cc1OC` under MEP2-GFP yeast: 96
Result for `CCOC(=O)c1c(NC(=O)c2cc(CC(C)C)on2)sc(C(C)=O)c1C` under LAP4-GFP MLPCN: 117
